Assay outcomes from PubChem.
FEN1 inh: inhibitors of human flap endonuclease 1; P39748; Recombinant FEN1 flap cleavage, fluorescence, 15 min; Potency, µM (doses to about 114 µM), for inactives: top-dose activity change, negative = inhibition, usual class: inhibitors; 390,000 tested, 0.35% active; AID 588795; further: nearly all actives have a fitted effect of over 65% in size
Target sequence (P39748 whole entry, looked up): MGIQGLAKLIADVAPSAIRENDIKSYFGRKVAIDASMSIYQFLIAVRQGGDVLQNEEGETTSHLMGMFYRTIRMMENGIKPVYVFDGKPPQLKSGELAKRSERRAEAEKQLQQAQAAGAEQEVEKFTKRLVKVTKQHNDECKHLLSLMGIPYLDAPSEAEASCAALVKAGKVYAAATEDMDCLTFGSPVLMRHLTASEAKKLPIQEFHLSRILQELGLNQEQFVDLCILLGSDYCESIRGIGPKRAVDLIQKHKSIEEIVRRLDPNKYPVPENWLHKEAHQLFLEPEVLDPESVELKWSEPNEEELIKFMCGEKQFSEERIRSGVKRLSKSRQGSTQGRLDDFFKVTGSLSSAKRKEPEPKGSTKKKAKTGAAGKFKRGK
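In this screen, 50 nM flap DNA substrate was added to 10 nM FEN1 pretreated with compound for 15 min at room temperature; cleavage was followed with reads at 0 and 15 min, and Hill fitting gave concentration–response parameters.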
N370S GC: inhibitors or activators of N370S glucocerebrosidase for Gaucher disease; Potency, µM (doses to about 59.4 µM), inactives show top-dose activity change, negative = inhibition, actives largely listed as inhibitors; N370S GC spleen homogenate, 4MU-glucoside fluorescence; 330,000 tested, 0.092% active; P04062; AID 2101;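 further: 0% = full enzyme activity and -100% = no enzyme basal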
TDP1 inh: TDP1 (human) enzyme inhibition. recombinant TDP1, AlphaScreen DNA substrate cleavage. Potency, µM (titrated, usually from 130 µM), for inactives: at the top dose activity change, negative = inhibition, actives largely listed as inhibitors. 350,000 tested, 0.28% active; further: nearly all actives have a fitted effect of over 40% in size
Target sequence (Q9NUW8 whole entry, looked up): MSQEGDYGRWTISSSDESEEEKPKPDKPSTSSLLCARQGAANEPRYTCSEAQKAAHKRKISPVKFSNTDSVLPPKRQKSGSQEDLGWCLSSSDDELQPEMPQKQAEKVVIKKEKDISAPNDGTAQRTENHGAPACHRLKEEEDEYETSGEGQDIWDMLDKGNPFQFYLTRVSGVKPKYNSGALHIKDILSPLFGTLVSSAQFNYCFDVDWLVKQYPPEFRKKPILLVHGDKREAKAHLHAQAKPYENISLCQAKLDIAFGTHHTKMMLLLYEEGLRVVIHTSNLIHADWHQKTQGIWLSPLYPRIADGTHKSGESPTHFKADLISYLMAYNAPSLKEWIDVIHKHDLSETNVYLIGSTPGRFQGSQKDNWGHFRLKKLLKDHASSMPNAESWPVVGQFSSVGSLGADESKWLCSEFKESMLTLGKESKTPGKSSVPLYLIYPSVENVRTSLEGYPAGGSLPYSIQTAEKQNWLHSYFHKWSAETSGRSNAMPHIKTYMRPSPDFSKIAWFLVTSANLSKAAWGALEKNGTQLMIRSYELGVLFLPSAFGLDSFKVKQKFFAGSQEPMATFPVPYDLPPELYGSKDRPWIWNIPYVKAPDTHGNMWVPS
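E. coli-derived human Tdp1, 1 nM final. Cpd preinc 15 min RT; substrate 15 nM final, 5 min RT; AS bead mix 10 ug/ml final, 10 min RT. Signal loss = tyrosine-FITC cleavage. No-enzyme wells = max signal.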
An asterisk follows results filed as active; ? = inconclusive; nt = not tested or not shown; & = joins results of further samples; [ ] = another dose, or the depositor's remark. The call rests on the fitted dose curve; in most records, active means well fitted curve in the direction sought with a large enough effect; inconclusive means small, poorly fitted or top-dose-only effect, or another doubt; inactive means no such curve, though single readings can be large; an effect the other way counts as inactive or inconclusive. Unless noted, on the % scale 0 is the no-effect control and ±100 the full control effect; potency means the concentration at half of the fitted maximal effect.

FEN1 inh,N370S GC,TDP1 inh,canonical_smiles
-3%,4%,6%,O=C(c1cc([N+](=O)[O-])cc([N+](=O)[O-])c1)N(Cc1nnc(-c2ccccc2Cl)o1)C1CC1
-9%,2%,1%,CCOCCCNC(=O)C(c1ccc(OC)cc1)N(Cc1ccc2c(c1)OCO2)C(=O)CNC(C)=O (stereo unspecified)
1%&-6%,0%,2%&8%,Cc1ccccc1-c1nc(CS(=O)(=O)CC(=O)NCCCN2CCN(C)CC2)c(C)o1
-11%,12%,-8%,CC(C)NCCCOc1ccc(Cl)cc1Br
21%,2%,4%,COc1cc2[nH]c(C(=O)N(C)C3CCS(=O)(=O)C3)cc2c(OC)c1OC (stereo unspecified)
12%,6%,3%,COc1cccc(NC(=S)N(Cc2cccc(Br)c2)CC2CCC(C(=O)O)CC2)c1 (stereo unspecified)
-11%,-4%,nt,CCC(=O)c1cn(CC(=O)Nc2cccc(C)c2)c2ccccc12
-3%,nt,0%,Cc1ccc(NC(=O)CC(C)c2ccccc2)cc1S(=O)(=O)N1CCOCC1 (stereo unspecified)
0%,-2%,0%,S=c1nccc(-c2cccs2)[nH]1
-10%,nt,9%,CCCCc1ccc(NC(=O)c2ccc3c(c2)CCN3S(=O)(=O)CC)cc1
7%,18%&12%,-4%,COC(=O)c1ccccc1NC(=O)c1ccc(F)cc1
-12%,14%,-5%,CCc1ccc(C(C)NC(=O)Cc2ccc(F)cc2)cc1 (stereo unspecified)
0%,9%,0%,Cc1cc2n(n1)C(c1ccco1)Nc1ccccc1-2 (stereo unspecified)
-4%,-13%,nt,O=c1cc(CN2CCN(Cc3ccccc3)CC2)c2cc3c(cc2o1)CCC3
-12%,-5%,1%,COC(=O)C1CCN(C(=O)c2c(-c3ccccc3Cl)noc2C)CC1
-10%,6%,-7%,O=c1cc(COc2ncnc3ccccc23)nc2sccn12
3%,2%,10%,Cc1ccc(S(=O)(=O)NCC(=O)NCC(=O)N(C)Cc2ccc3ccccc3c2)cc1C
-23%,4%,11%,Cc1ccc(/C=N/Nc2cccc3cccnc23)c(O)c1
12%,nt,3%,CC(C)CCNC(=O)N1CCN(S(=O)(=O)c2ccc3c(ccn3C)c2)CC1
1%,8%,-2%,Cc1ccc(OCCN2CCN(C(=O)CCC(=O)Nc3nnc(C)s3)CC2)cc1
-3%,-8%,0%,COc1cc(/C=C/C(=O)OCC(=O)N2CCOCC2)ccc1OCC#N
1%,-5%,-2%,COc1ccc(NC(=O)C(=O)NCCCn2ccnc2)cc1
-20%,nt,3%,COc1ccc(-c2nc(C)c(CCNC(=O)c3cccc(C)c3)s2)cc1OC
-1%,8%,1%,NC(=O)c1cc[n+](Cc2ccc([N+](=O)[O-])cc2)cc1
-4%,10%,3%,CC1CN(S(=O)(=O)c2ccc(CN3C(=O)c4cccnc4C3=O)s2)c2ccccc2O1 (stereo unspecified)
-6%,nt,7%,COc1ccc(OC)c(-c2noc(N3CCN(c4cc(Cl)ccc4C)CC3)n2)c1
1%,1%,nt,CC(C)[C@@H](C(=O)NC1CC1)N1C(=O)N2CCc3c([nH]c4ccccc34)[C@@]2(C)C1=O
13%,-7%,6%,Cc1nc2nc(SCC(=O)NCCCN3CCCCCC3)nn2c(C)c1Cc1ccccc1Cl
-18%,5%,1%,Cc1ccc(Cl)cc1NC(=S)N1CCC(c2ccccc2)C1 (stereo unspecified)
-8%,10%,nt,O=C(CCN1CCc2ccccc2C1)Nc1ccc(F)c(F)c1
0%,2%,5%,CCOC(=O)Cc1csc(NC(=O)c2ccc(Cl)nc2)n1
3%,19%,0%,O=C1NC2(CCCCC2)N=C1c1ccccc1
nt,0%[12.8 µM],5%[21 µM],CCOC(=O)CCN1C(=O)[C@H]2[C@H]3[C@H](O)[C@H](O)C/C(=N/NC(=O)OCc4ccccc4)[C@H]3CC[C@@H]2C1=O
6%,nt,3%,COc1ccc(-c2cc(-c3nc(-c4cc(OC)c(OC)c(OC)c4)no3)[nH]n2)c(OC)c1
-3%&-10%,-7%,4%&-1%,COc1ccc(NC(=O)CN2C(=O)COc3ccc(S(=O)(=O)N4CCCCCC4)cc32)cc1
-7%,-1%,?,COc1cccc(-c2csc3nnc(SCC(=O)c4ccc(NC(C)=O)cc4)n23)c1
-13%,2%,0%[0.505 µM],COc1ccc(Cc2nnc(SCC(=O)Nc3ccc(C)c(Cl)c3)[nH]c2=O)cc1
-7%,0%,3%,Cc1cccc(COc2ccc(/C=N/NC(=O)c3nnn(-c4nonc4N)c3CN3CCCCC3)cc2)c1
10%,-26%,2%,O=C(CSc1nnc(-c2ccccc2)n1Cc1ccccc1)N1CCOCC1
-1%,8%,4%,Cc1cc2sc3nc(=O)n(-c4ccccc4)c(=O)n3c2cc1C
-18%,nt,4%,COc1cccc(-n2cc(C(=O)OCc3ccc(Cl)cc3)c3ccccc3c2=O)c1
-2%,-13%,6%,CC1CC(C)CN(C(=O)C2CCCN(c3ncnc4c3nc3n4CCCCC3)C2)C1 (stereo unspecified)
-1%,0%,-3%,COc1ccc(OC)c(C(C)NC=O)c1 (stereo unspecified)
3%,-8%,3%,O=C(NCc1cccc(F)c1)C1CCC(=O)N(CC2CCCCC2)C1 (stereo unspecified)
-13%,-4%,nt,CC(C)CCOP(=O)(c1ccc(N(C)C)cc1)C(O)c1ccc(Cl)cc1Cl (stereo unspecified)

Some of these compounds in order of the TDP1 inh value, ascending:
FEN1 inh,N370S GC,TDP1 inh,canonical_smiles
-10%,6%,-7%,O=c1cc(COc2ncnc3ccccc23)nc2sccn12
-1%,0%,-3%,COc1ccc(OC)c(C(C)NC=O)c1 (stereo unspecified)
1%,8%,-2%,Cc1ccc(OCCN2CCN(C(=O)CCC(=O)Nc3nnc(C)s3)CC2)cc1
3%,19%,0%,O=C1NC2(CCCCC2)N=C1c1ccccc1
-18%,5%,1%,Cc1ccc(Cl)cc1NC(=S)N1CCC(c2ccccc2)C1 (stereo unspecified)
-7%,0%,3%,Cc1cccc(COc2ccc(/C=N/NC(=O)c3nnn(-c4nonc4N)c3CN3CCCCC3)cc2)c1
-18%,nt,4%,COc1cccc(-n2cc(C(=O)OCc3ccc(Cl)cc3)c3ccccc3c2=O)c1

Carrying on:
FEN1 inh,N370S GC,TDP1 inh,canonical_smiles
-3%,-13%,4%,COc1ccc(CC(=O)Nc2ccc(/C(C)=N/NC(=O)c3cccc([N+](=O)[O-])c3)cc2)cc1
-8%,-12%,5%,CC(=O)Nc1ccc(OCC(O)Cn2c3ccccc3c3ccccc32)cc1 (stereo unspecified)
-1%,8%,4%,CCCn1c(O)c(N=NC(=O)c2cccnc2)c2cc(Br)ccc21
-5%,1%,nt,C#CCn1c(O)c(N=NC(=O)CNC(=O)/C=C/c2ccccc2)c2ccccc21
-4%,3%,4%,CN(C)C(CNC(=O)c1cccc(C#N)c1)c1ccco1 (stereo unspecified)
-8%,-7%,11%,CCOC(=O)N1CCN(S(=O)(=O)c2ccc(OC)c(C(=O)N3CCCCC3)c2)CC1
-16%,nt,2%,C[C@H](CO)N1C[C@H](C)[C@@H](CN(C)S(=O)(=O)c2ccccc2)Oc2c(NC(=O)C3CCCCC3)cccc2C1=O
-10%,20%,-10%,O=C(CN1C(=O)C2C3C=CC(C3)C2C1=O)Nc1ccc(F)cc1 (stereo unspecified)
nt,-5%,-8%,COc1cc([N+](=O)[O-])cc(/C=N/NC(=O)CC#N)c1O
-2%,16%,2%,O=C(CN1CCN(Cc2ccccc2)C1=O)NCCCN1CCOCC1
7%,-4%,3%,COc1ccc(CNC(=O)/C(C)=C\C(=O)O)cc1
10%,3%,8%,Cc1cccc(-n2c(CCc3ccccc3)nnc2SCC(=O)c2ccccc2)c1
-10%,nt,0%,CCC(C)NC(=O)c1sc2nc(C)c(C(=O)Nc3ccc(C)cc3C)c(-c3ccccc3Cl)c2c1N (stereo unspecified)
3%,2%,nt,CN(C)CCn1cnc2c1c(=O)[nH]c(=O)n2Cc1ccccc1
-6%,-4%,1%,CC(CC(=O)Nc1ccc(F)cc1F)S(=O)(=O)c1ccc2c(c1)NC(=O)CO2 (stereo unspecified)
22%,-2%,-5%,OC1(C#CCN2CCOCC2)CCCCC1
11%,nt,4%,Cc1ccccc1OCc1ccc(-c2nc(C#N)c(N3CCN(c4ccccc4)CC3)o2)o1
14%,nt,0%,CN(Cc1ccc(Cl)cc1)C(=O)COC(=O)c1ccc(-c2ccc(O)cc2)cc1
0%,-3%,5%,COc1ccc(CN2CCOCCOCCOCCOCCOCC2)cc1
13%,18%,2%,Clc1ccc(CNC2CCCC2)c(Cl)c1
nt,2%,2%,COCC(=O)C(C(=O)OC)[C@H](CCc1ccccc1)NC(=O)OC (stereo partly specified)
-1%,2%,2%,CCCCC(=O)Nc1ccccc1C(=O)N1CCOCC1
17%&17%,-17%,-1%,CCOC(=O)c1ccc(NS(=O)(=O)c2ccc3c(c2)n(C)c(=O)n3C)cc1
-1%,-1%,1%,Cc1ccccc1N1CC(=O)N(c2ccccc2C)CC1=O
1%,4%,-3%,O=C(O)c1cnn(-c2nc(-c3cccc(F)c3)cs2)c1C(F)(F)F
1%,0%,-8%,N#CCn1cnc2sc(-c3ccccc3)cc2c1=O
-12%,-3%,0%,COc1cccc(NC(=O)N2CCCC2C(=O)Nc2ccc3c(c2)OCCO3)c1 (stereo unspecified)
5%,3%,2%,Cc1onc(-c2ccccc2Cl)c1C(=O)N1CCN(c2ncccn2)CC1
-2%,-1%,nt,COc1ccc(C(=O)OCC(=O)Nc2c(C)cccc2C)c(OC)c1OC
-19%,10%,0%,Cc1ccc(-c2noc(CN(C(=O)CCCCCN3C(=O)c4ccccc4C3=O)C(C)C)n2)cc1

A second format for some results above:
Screens in order – FEN1 inh	N370S GC	TDP1 inh
COc1ccc(CN2CCOCCOCCOCCOCCOCC2)cc1
→ 0%	-3%	5%
CCOC(=O)c1ccc(NS(=O)(=O)c2ccc3c(c2)n(C)c(=O)n3C)cc1
→ 17%&17%	-17%	-1%
O=C(O)c1cnn(-c2nc(-c3cccc(F)c3)cs2)c1C(F)(F)F
→ 1%	4%	-3%
N#CCn1cnc2sc(-c3ccccc3)cc2c1=O
→ 1%	0%	-8%

The listing continues.
FEN1 inh,N370S GC,TDP1 inh,canonical_smiles
0%,19%,5%,COc1cc2c(cc1OC)CN(CC(=O)Nc1ccc(C#N)cc1)CC2
8%,15%,3%,O=C(CCSc1ccc(Br)cc1)Nc1cccnc1
-2%,nt,13%,O=C(NCc1ccc(Cl)cc1)c1ccc(NC(=O)N2CC3CCCN3c3ccccc32)cc1 (stereo unspecified)
-4%,-2%,-3%,Cc1ccccc1C1NC(=S)NC2=C1C(=O)CCC2 (stereo unspecified)
18%,-11%,3%,O=C(NCC1CCCO1)c1ccc(NC(=O)c2cc(F)c(F)cc2Cl)cc1 (stereo unspecified)
-14%,-18%,nt,Cc1c(C(=O)N/N=C/c2ccoc2)cccc1[N+](=O)[O-]
-14%,4%,-6%,Cc1cc(C(=O)COC(=O)c2ccc(O)cc2)c(C)n1CCc1ccc(F)cc1
13%,15%,9%,CCOC(=O)N1CCC(N2C(=O)c3ccccc3C2Nc2ccccc2C)CC1 (stereo unspecified)
1%,-5%,3%,Cc1cc(C)c(S(=O)(=O)NC2CC2)c(C)c1
-4%,-23%,6%,CC(=O)Nc1ccc(NC(=O)CSc2nnc(C)c(=O)n2N)cc1
12%,-7%,nt,Cc1[nH]n(-c2ccccc2)c(=O)c1/C=N/NC(=O)c1ccccc1F
-1%,-12%,0%,CC1Sc2ccc(S(=O)(=O)CCC(=O)N3CCN(c4ccccc4)CC3)cc2NC1=O (stereo unspecified)
-6%,nt,3%,CC(=O)Nc1ccc(C(=O)NNC(=O)c2ccccc2-n2cccc2)cc1
-7%,8%,-2%,O=S(=O)(Cc1ccccc1)N1CCc2ccccc2C1
-3%,nt,14%,Cc1cc(NC(=O)Cn2c(=O)oc3cc(S(=O)(=O)N4CCCC4)ccc32)ccc1Br
7%,1%,6%,COc1cc(N2CCCC2)c(OC)cc1C=O
5%,3%,5%,CCn1c(-c2csc3c2CCC(C)C3)n[nH]c1=S (stereo unspecified)
5%,6%,0%,CSc1cccc(NC(=S)N(Cc2ccccc2)Cc2ccccn2)c1
1%,-16%,4%,O=C(CSc1nnc(NC(=O)C2CC(=O)N(c3ccc(F)cc3)C2)s1)NC1CCCC1 (stereo unspecified)
5%,nt,1%,CCN(C[C@H]1N[C@@](CC)(C(=O)OC)[C@H]2C(=O)N(Cc3ccccc3)C(=O)[C@@H]12)S(=O)(=O)c1ccccc1
nt,-3%&-5%[12.8 µM],1%&3%[21 µM],O=C1C[C@@H](O)[C@@H](O)[C@H]2[C@@H]3C(=O)N(Cc4ccccc4)C(=O)[C@@H]3CC[C@H]12
10%,-9%,3%[0.0935 µM],O=C(CN(C(=O)c1csnn1)c1ccc(Cl)cc1)NC1CCCC1
-5%,nt,3%,CC1CN(C(=O)CSc2nc(N)cc(N)n2)CC(C)O1 (stereo unspecified)
3%,-17%,0%,CCc1ccc(S(=O)(=O)NCC(O)COc2ccc(OC)cc2)cc1 (stereo unspecified)
6%,1%,9%,Cc1ccc(S(=O)(=O)/C=C2\NC(=O)CS2)cc1
